Statin myotox sup: protects C2C12 myotubes from simvastatin toxicity | ATP luminescence, 48 h; scaled: DMSO 0, geranylgeraniol control 100 | 330,000 compounds, 0.78% hits | rescue of ATP level, % at 7.49 µM;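 active = mean ATP rescue above about 67%, or every replicate alone reaching that limit, limit read from the data, passing the limit was not always enough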;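 note: myotubes were challenged with 10 µM simvastatin during compound exposure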
PGC1a acetyl inh: PGC1a acetylation modulation, inhibitor mode; U2OS PGC1a acetylation, AlphaScreen anti-acetyl-lysine; with virally co-expressed GCN5 acetyltransferase; inhibition, % at 15.6 µM; 350,000 compounds, 0.17% hits;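 active = every replicate shows inhibition of at least 40%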;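 note: 0% = neutral control wells and 100% = positive control wells; some results beyond the cut were filed as inactive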
Xi reactivation: reactivates the inactive X chromosome in mouse fibroblasts. XiGFP mouse fibroblasts, % GFP-positive cells imaging, 3 d; cells co-treated with 5-aza-dC sensitizer; scaled so ellipticine positive control = 100%. activation, % at 7.58 µM. 360,000 compounds, 0.055% hits;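 active = mean normalized replicate activation at least 10% and every replicate at or above 10%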;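 note: 0% = median of on-plate neutral control wells and 100% = ellipticine 6 µM median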
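Assay system: SV40-immortalized XiGFP fibroblast cells, line 68-5-11; buffer or medium: DMEM plus 5-aza-dC sensitizer; compound: one concentration, pinned; timing: compounds 3 days, fix/stain 15 min at room temperature; benchmarks: positive control ellipticine, 6 µM final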
LGR2 antag: inhibitors of bursicon-induced Drosophila LGR2 receptor cAMP signaling. HEK293 LGR2, CRE-luciferase, bursicon-stimulated, 4 h. 380,000 compounds, 0.35% hits. inhibition, % at 9.99 µM;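 active = drop in luminescence signal, shown as inhibition above about 50% in the replicate tests, limit read from the data, passing the limit was not always enough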;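 note: agonist challenge used bursicon conditioned medium at about half maximal strength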
S100A4 MyoIIA: blocks human S100A4 binding to myosin IIA peptide; 360,000 compounds, 0.14% hits; S100A4/TAMRA-MyoIIA peptide fluorescence polarization; P26447; inhibition, % at 10.7 µM;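 active = mean inhibition of at least 70% across replicates, with every replicate also reaching that level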
Target sequence (P26447 whole entry, looked up): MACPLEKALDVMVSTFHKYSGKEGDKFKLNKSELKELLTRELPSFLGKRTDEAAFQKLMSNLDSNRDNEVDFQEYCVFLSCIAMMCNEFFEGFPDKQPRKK
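Material: S100A4 monomer protein / Buffer or medium: 50 mM HEPES pH 7.2, 10 mM CaCl2, 100 mM KCl / Times: 5 min incubation before reading / Benchmarks: neutral control DMSO, positive control TFP / Reagent: labelled myosin peptide probe, 5 nM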
ERAP1 HTS inh: inhibitors of human ERAP1 aminopeptidase. Q9NZ08. recombinant ERAP1, Leu-AMC fluorescence, 60 min. inhibition, % at 10.7 µM. 340,000 compounds, 0.15% hits;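 active = mean replicate inhibition of at least 30%, or all replicates individually reaching that 30% level; inactive = mean below 30% and not every replicate reaching it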;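 note: 0% = neutral control wells and 100% = L-leucinethiol positive control wells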
SIRT5 inh: blocks human SIRT5 desuccinylation of peptide. Purified SirT5, succinyl-peptide AMC, trypsin-coupled fluorescence. inhibition, % at 15 µM. 330,000 compounds, 1.1% hits; in the data active = inhibition above about 15%
Target sequence (Q9NXA8 whole entry, looked up): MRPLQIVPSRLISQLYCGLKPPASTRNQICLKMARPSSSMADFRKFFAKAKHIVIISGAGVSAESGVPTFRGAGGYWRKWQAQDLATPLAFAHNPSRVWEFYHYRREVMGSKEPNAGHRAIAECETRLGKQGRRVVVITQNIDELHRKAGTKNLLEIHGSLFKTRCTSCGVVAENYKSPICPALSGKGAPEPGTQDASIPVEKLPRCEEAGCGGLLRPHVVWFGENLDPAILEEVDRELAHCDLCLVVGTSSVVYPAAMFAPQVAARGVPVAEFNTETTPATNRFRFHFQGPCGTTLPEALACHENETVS
Cneo AK release: Cryptococcus neoformans lysis via adenylate kinase release | C. neoformans lysis, adenylate kinase release luminescence, 4 h; normalised: neutral wells 0, clomiphene wells 100 | lysis activity, % at 15 µM | 360,000 compounds, 0.2% hits;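 active = mean lysis activity across replicates of at least 80%, whatever share of replicates individually reach that level; inactive = mean lysis activity below 80%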
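Material – log-phase Cryptococcus neoformans yeast cells · Input – 5 × 10^6 yeast cells/mL · Medium – fresh YPD growth medium · Doses – single compound concentration per well · Timing – static 4 h at 37 °C with compound, 1 h detection · Detection – adenylate kinase release luminescence · Read-out – signal increase indicating cell lysis · Control set – Clomiphene as positive lysis control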
Numbers without * were called inactive; / = no result given; & = joins results of further samples.

smiles	Statin myotox sup	PGC1a acetyl inh	Xi reactivation	LGR2 antag	S100A4 MyoIIA	ERAP1 HTS inh	SIRT5 inh	Cneo AK release
Cc1cc(C)cc(Cn2c3ccc(NC(=O)NCc4ccccc4)cc3c(=O)n2C)c1	8	-13	-0.1	10	1	0	3	0
Cc1cc(C)n2nc(SCCCC(=O)c3ccccc3)nc2n1	/	/	0.4	32	-6	6	-3	/
CCc1nnc(NC(=O)Cc2ccc(OC)c(S(=O)(=O)N3CCOCC3)c2)s1	8	-3	-0.1	-2	-2	11	-2	1
CCOCCCNC(=O)CN1CCN(Cc2ccc(Cl)cc2)C1=O	1	-5	0.0	-14	-3	-7	-7	0
CCCNC(=O)C[C@@H]1CC[C@H]2[C@@H](COc3ccc(NC(=O)c4ccc5c(c4)OCO5)cc3C(=O)N2C)O1	-11	6	0.0	14	-5	1	0	0
COc1ccccc1CNC(=O)[C@@H](NC(=O)C1CCN(C(=O)[C@@H]2CCCN2C(=O)OC(C)(C)C)CC1)C(C)C	0	-6	/	15	0	-4	1	-2
CCOc1ccc(NC(=O)CN(C)C(=O)c2ccc3c(c2)S(=O)(=O)N=C2CCCCCN23)cc1OCC	-2	-4	0.0	-1	-11	-2	-3	-1
COc1ccc2oc(=O)c(/C(C)=N/Nc3ccccc3)cc2c1	/	/	0.2	-14	3	-2	5	/
CCOC(=O)CSc1ccccn1	/	/	1.7	-5	4	1	-5	/
Cc1ccccc1S(=O)(=O)N1[C@@H]2CNC[C@H]1C2c1ccc(-c2cncnc2)cc1 (some centres not stated)	/	2&2	0.0&0.0	-6&1	-6&-18	2&0	0&4	/
CC1CCN(C(=O)c2ccc(S(=O)(=O)N3CCOCC3)cc2)CC1	1	10	0.0	-8	10	-5	/	1
COc1ccc(NC(=O)Nc2ccc3c(c2)C(=O)N([C@H](C)CO)C[C@@H](C)[C@@H](CN(C)Cc2ccc(-c4ccccc4)cc2)O3)cc1	-22	-11	0.0	-3	5	-2	19*	-4
COc1ccc2c(c1)C(c1cccs1)=NNC(c1ccncc1)=N2	/	/	0.0	-13	-3	3	-7	/
CCC(CC)CN1CCC(CN2C(=S)NC[C@@H]2[C@@H](C)CC)CC1	3	-3	-0.1	-29	-6	0	19*	0
COc1ccc(C(=O)N2CCN(Cc3ccc4c(c3)OCO4)CC2)cc1[N+](=O)[O-]	3	-2	0.0	0	-1	0	-4	-1
C[C@@H]1CN([C@H](C)CO)C(=O)c2cc(C#C[C@@H](C)O)cnc2O[C@@H]1CN(C)C(=O)CC1CC1	0	13	0.3	5	-1	2	0	9
COc1ccc(OC)c(N2Cc3cc(C)c(C)cc3C2)c1	0	-7	/	-15	5	1	-2	-6
Cc1nn(CCC(=O)NCCc2ccccc2Cl)c(=O)c2nn(-c3ccccc3)c(C)c12	-23	-5	0.1	6	5	0	0	12
CCOc1ccc(N(C)S(=O)(=O)c2ccc(C)c(C(=O)N3CCN(Cc4ccc5c(c4)OCO5)CC3)c2)cc1	2	-27	-0.1	-2	-1	4	1	3
CN(CC(=O)Nc1ccc(Cl)c(Cl)c1)C(=O)CN1C(=O)NC2(CCCC2)C1=O	-1	6	0.0	12	-5	6	2	-1
Cc1cc(/N=C/C=C2/N(C)c3ccccc3C2(C)C)n(CCC#N)n1	/	3	0.2	13	-4	4	3	/
CCOC(=O)c1c(C)n(C)c2ccc(OC)c([N+](=O)[O-])c12	0	0	0.0	3	0	-1	-6	/
CO[C@@H]1CN(C)C(=O)c2ccc(NC(=O)c3nc4ccccc4s3)cc2OC[C@H](C)N(Cc2cncnc2)C[C@@H]1C	-1	6	0.4	-1	17	-3	/	-1
COc1[nH]c2ccc(F)cc2c1C(=O)OCC1CCN(CCNS(C)(=O)=O)CC1	-9	8	0.4	9	-4	-3	-9	0
CN1c2ccc(C#Cc3cccnc3)cc2[C@@H]2[C@@H](CCN2C(=O)C2CC2)[C@H]1CO	-8	5	0.1	-9	3	3	-3	-6
C[C@@H](NC(=O)C[C@H]1C=C[C@H](NS(=O)(=O)c2cccc(F)c2)[C@@H](CO)O1)c1ccccc1	5	4	0.0	-4	1	-2	2	0
C[C@H]1CN([C@@H](C)CO)S(=O)(=O)c2ccc(C#CCN(C)C)cc2O[C@H]1CN(C)Cc1ccccc1	-9	-5	1.7	-10	-7	-2	-5	-1
CC(C)c1ccc(N(CC(=O)N/N=C/c2ccc(OC3CSC3)cc2)S(=O)(=O)c2ccccc2)cc1	/	/	0.0	6	-1	-1	2	/
Cc1ccc(C)c(NC(=O)c2ccccc2NS(=O)(=O)c2cc([N+](=O)[O-])ccc2C)c1	/	/	0.1	30	-3	-1	-1	-2
C[C@@H]1CN([C@H](C)CO)C(=O)c2cccc(NC(=O)Nc3ccc(F)cc3)c2O[C@@H]1CN(C)Cc1ccc2c(c1)OCO2	-25	9	-0.4	2	1	-1	0	2

Whole records as entered above. Values in the order: Statin myotox sup	PGC1a acetyl inh	Xi reactivation	LGR2 antag	S100A4 MyoIIA	ERAP1 HTS inh	SIRT5 inh	Cneo AK release
Cc1nn(CCC(=O)NCCc2ccccc2Cl)c(=O)c2nn(-c3ccccc3)c(C)c12 as listed: -23	-5	0.1	6	5	0	0	12
CCOC(=O)CSc1ccccn1 as listed: /	/	1.7	-5	4	1	-5	/

Next part.
smiles	Statin myotox sup	PGC1a acetyl inh	Xi reactivation	LGR2 antag	S100A4 MyoIIA	ERAP1 HTS inh	SIRT5 inh	Cneo AK release
Cc1ccc(C(=O)Nc2cccnc2)cc1S(=O)(=O)N1CCCCC1	/	-7	0.0	/	-4	-2	1	/
CC(=O)c1cccc(NC(=O)C2CCN(C(=O)c3cccs3)CC2)c1	-9	/	0.0	-4	-3	5	/	-1
Cc1ccc(S(=O)(=O)N/N=C/c2cc(Br)ccc2O)cc1	14	-1	0.0	5	-6	-1	-2	15
Cc1[nH][nH]c(=O)c1C(c1ccccc1[N+](=O)[O-])C(C#N)C#N (configuration not stated)	11	10	0.2	-1	0	1	1	3
O=C(N/C(=C/c1ccccc1Cl)C(=O)N1CCCCC1)c1ccco1	/	-13	-0.1	9	0	4	1	0
O=C(CN1CCOCC1)N1CCCCN2[C@H](C1)[C@@H](c1ccc(C#Cc3ccccc3)cc1)[C@@H]2CO	/	-1	0.1	13	-1	2	0	43
COc1cccc(NC(=O)CCNS(=O)(=O)c2ccc3c(c2)CC(C)N3C(=O)C2CC2)c1 (configuration not stated)	34	-5	0.0	-13	-3	-1	0	-2
Cc1noc(C)c1S(=O)(=O)N(C)C[C@H]1Oc2ccc(NC(=O)CCCN(C)C)cc2C(=O)N([C@@H](C)CO)C[C@H]1C	/	-2	0.3	0	-2	0	-6	0
CCNC(=O)[C@@H]1[C@@H](CO)[C@@H]2Cn3c(ccc(-c4ccccc4)c3=O)[C@H]1N2Cc1ccccc1	9	/	0.4	-8	-1	-1	-9	0
O=Cc1cc(N=Nc2ccc(S(=O)(=O)O)cc2)ccc1O	/	/	0.1	-5	14	10	7	/
Cc1ccc(C(=O)NC(CCc2ccccc2)C(=O)O)cc1 (configuration not stated)	6	7	-0.1	6	-5	0	-4	2
O=C(C1CCOCC1)N1CC(=O)N2[C@H](CO)[C@@H](c3ccc(C#Cc4cccc(F)c4)cc3)[C@@H]2C1	/	-4	0.1	12	-45	-2	-3	/
CCCCN(CC)Cc1ccc(CNC(=O)Nc2ccc(Cl)cc2)o1	/	-7	0.0	-9	-5	-2	-1	/
O=C(c1cc(-c2ccc(F)cc2)no1)N1CCN(Cc2ccc3c(c2)OCO3)CC1	18	8	0.4	11	3	/	/	0
O=C(NN1C(=O)NC2(CCCCC2)C1=O)c1ccc(Cl)s1	-8	3	-0.1	14	-44	1	-1	0
COc1ccc(C(Nc2ccccn2)c2c(NC(=O)c3ccco3)sc(C)c2C)cc1OC (configuration not stated)	6	-3	-0.1	/	-7	-5	0	-2
CCN1[C@@H]2Cn3c(ccc(C4=CCCCC4)c3=O)[C@H]1[C@@H](C(=O)NC1Cc3ccccc3C1)[C@@H]2CO	/	3	1.5	12	5	2	-16	/
CN(Cc1ccccc1)S(=O)(=O)c1ccc(Cl)c(C(=O)NCc2ccc3c(c2)OCO3)c1	/	8	0.0	-9	/	/	/	-3
O=C(O)Cc1ccc(NC(=S)Nc2ccc(Br)cc2Cl)cc1	-6	-10	0.0	-4	0	-2	-2	1
Cc1cc(Cl)ccc1NC(=O)c1ccc2c(c1)CCN2S(C)(=O)=O	-7	-1	0.4	7	3	-4	0	-3
COc1ccccc1-c1cn(CC[C@@H]2CC[C@H](NC(=O)Cc3ccccn3)[C@@H](CO)O2)nn1	1	-2	-0.2	2	-3	2	3	-4
C[C@@H]1CN([C@@H](C)CO)C(=O)Cc2cc(NC(=O)Nc3ccc(F)cc3)ccc2O[C@@H]1CN(C)C(=O)NC1CCCCC1	-21	-8	-0.5	-29	-4	1	10	-7
COCCNC(=O)C1CCC(CNS(=O)(=O)c2ccccc2)CC1 (configuration not stated)	1	/	0.0	1	-6	1	-3	-2
CCN(C[C@@H]1[C@@H](c2ccccc2)[C@H](CO)N1CC1CC1)C(=O)c1ccccn1	11	-3	0.0	0	/	/	/	2
Cc1ccc(S(=O)(=O)N2CCN(CC(=O)N/N=C\c3ccccn3)CC2)cc1	-4	5	-0.1	2	-3	-4	0	-1
CC(C)NC(=O)Nc1ccc2c(c1)C(=O)N([C@H](C)CO)C[C@H](C)[C@H](CN(C)C(=O)Nc1ccccc1)OCCCC[C@H](C)O2	/	3	0.0	34	7	-1	4	3
C[C@@H]1CCCCO[C@H](CN(C)C(=O)NC2CCCCC2)[C@H](C)CN([C@@H](C)CO)C(=O)c2cc(NS(=O)(=O)c3ccc(Cl)cc3)ccc2O1	/	0	-0.1	30	2	-1	6	-3

Assay outcomes (PubChem BioAssay)

The list is partial, so the mix of outcomes need not match the whole.
